Bioassay records as filed in PubChem.
OXTR potentiate: human OXTR potentiation; P30559; CHO-OTR cells, Fluo-8 calcium fluorescence, potentiator mode; 0% = oxytocin EC15, 100% = EC100; activation, % at 3 µM; 0.061% of 320,000 active; AID 2445;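 active = activation above that plate's cutoff, the mean activation of tested compounds plus 3 SD, cut at about 6.6% in these data, passing the limit was not always enough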;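 also: 100% uses oxytocin at 75 nM as the full agonist control; some results filed as inactive read as strong as hits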
Target sequence (P30559 whole entry, looked up): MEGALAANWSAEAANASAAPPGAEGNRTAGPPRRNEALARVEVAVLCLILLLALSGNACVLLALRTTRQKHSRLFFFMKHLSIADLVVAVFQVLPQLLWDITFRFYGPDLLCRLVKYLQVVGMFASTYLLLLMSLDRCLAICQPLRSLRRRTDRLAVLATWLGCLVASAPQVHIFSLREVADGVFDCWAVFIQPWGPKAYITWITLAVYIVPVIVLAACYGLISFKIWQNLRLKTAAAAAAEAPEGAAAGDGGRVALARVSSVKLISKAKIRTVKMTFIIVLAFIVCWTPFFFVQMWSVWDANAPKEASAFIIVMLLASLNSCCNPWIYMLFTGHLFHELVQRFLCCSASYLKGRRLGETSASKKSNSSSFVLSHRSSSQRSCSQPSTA
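Dosing: Single dose, 3.0 µM nominal final compound concentration | Material: Human OTR in CHO cells | Technique: Kinetic Fluo-8 calcium fluorescence | Benchmarks: EC15 oxytocin alone as 0%, 75 nM oxytocin as 100% | Probe or stimulus: Oxytocin at about EC15, sub-maximal agonist stimulus | Incubation: Compound 6 min at room temperature before oxytocin, 100 s read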
CHO-K1 Ca ag: counter-screen for M1 agonists: effect in parental CHO-K1 cells; 0.48% of 360,000 active; Fluo-8 calcium fluorescence; scaled to maximal ATP response, vehicle zero; activation, % at 3 µM; AID 602248; in the data active = activation above about 15%;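 also: untransfected CHO-K1 host cells lacking M1 receptor as counterscreen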
CHRM1 antagonist: antagonists of human M1 muscarinic receptor | inhibition, % at 3 µM | CHO-K1 hM1, Fluo-8 calcium fluorescence, ACh EC80 antagonist | 1.3% of 360,000 active;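 active = percent inhibition above its own plate's cutoff, namely the mean of that plate's compound wells plus 3 SD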;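 also: peak over basal fluorescence ratio during 140 s after agonist addition; 0% = ACh EC80 plus DMSO and 100% = DMSO alone without agonist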
CHO parental Ca: counter-screen: ATP calcium response change in parental CHO cells. inhibition, % at 5.6 µM. parental CHO-K1, ATP-induced calcium, Fluo-8 fluorescence. 0.63% of 330,000 active. AID 463079;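 active = inhibition above that plate's mean sample inhibition plus 3 SD, cut at about 26% in these data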;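 also: 0% = ATP-challenged DMSO wells and 100% = DMSO wells without ATP; some compounds past the cut are filed as inactive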
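test system = CHO parental line | reagent = ATP stimulus | measured by = intracellular calcium via Fluo-8 no-wash fluorescent dye | control set = ATP and no-ATP DMSO wells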
M4 antag: blocks acetylcholine activation of human M4 receptor. CHO-hM4 cells, ACh EC80, Fluo-8 calcium fluorescence. inhibition, % at 3 µM. 0.73% of 360,000 active;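 active = inhibition above its plate's cutoff, the mean inhibition of sample wells plus 3 SD, cut at about 27% in these data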;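 also: 0% = acetylcholine EC80 with DMSO and 100% = DMSO without agonist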
Target sequence (P08173 whole entry, looked up): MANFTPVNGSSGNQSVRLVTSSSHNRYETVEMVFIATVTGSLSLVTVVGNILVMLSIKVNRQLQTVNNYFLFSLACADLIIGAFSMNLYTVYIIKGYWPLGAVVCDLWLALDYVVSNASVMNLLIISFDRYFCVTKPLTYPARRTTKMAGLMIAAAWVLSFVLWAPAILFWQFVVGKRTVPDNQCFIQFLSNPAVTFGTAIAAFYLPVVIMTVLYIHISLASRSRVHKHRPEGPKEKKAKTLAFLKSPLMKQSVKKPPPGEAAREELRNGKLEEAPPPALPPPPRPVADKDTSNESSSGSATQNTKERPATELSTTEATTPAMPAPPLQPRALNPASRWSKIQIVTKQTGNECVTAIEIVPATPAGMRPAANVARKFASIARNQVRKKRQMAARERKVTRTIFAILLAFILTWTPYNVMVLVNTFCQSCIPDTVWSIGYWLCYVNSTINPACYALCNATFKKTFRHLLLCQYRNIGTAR
CHO-K1 Ca antag: M1 antagonist counterscreen hit in parental CHO-K1 cells; AID 602250; inhibition, % at 3 µM; ATP-induced calcium, Fluo-8 fluorescence; 0.6% of 360,000 active;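 active = inhibition above a per-plate cutoff, the plate's mean sample inhibition plus 3 SD, cut at about 24% in these data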;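 also: 0% = DMSO plus EC80 ATP and 100% = DMSO alone without ATP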
M4 ag: agonists of human muscarinic M4 receptor (CHRM4) | P08173 | CHO-K1 hM4/Gqi5, Fluo-8 calcium fluorescence; vehicle 0%, full acetylcholine response 100% | activation, % at 3 µM | 0.14% of 360,000 active | AID 624127;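 active = activation above the run mean over all test wells plus 3 SD, cut at about 32% in these data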;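 also: peak over basal fluorescence ratio per well then scaled between controls; 0% = DMSO wells and 100% = acetylcholine at EC100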
CHRM1 PAM: human CHRM1 positive allosteric modulation; CHO-K1 hM1, Fluo-8 calcium fluorescence, ACh EC20; 0% = ACh EC20, 100% = maximal ACh; activation, % at 3 µM; AID 588819; 0.088% of 360,000 active; P11229; in the data active = activation above about 19%, passing the limit was not always enough
CHRM1 agonist: human M1 muscarinic receptor agonism | P11229 | CHO-K1 hM1, Fluo-8 calcium fluorescence, agonist mode; 0% DMSO, 100% acetylcholine EC100 | activation, % at 3 µM | 0.33% of 360,000 active | AID 588814;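 active = activation above the run's mean compound activation plus 3 SD, cut at about 16% in these data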;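 also: peak over basal fluorescence ratio within a 140 s kinetic read after compound addition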
Numbers without * were called inactive; x = no result given. The order is random; about 2.9% have a hit in one of these screens.

SMILES	OXTR potentiate	CHO-K1 Ca ag	CHRM1 antagonist	CHO parental Ca	M4 antag	CHO-K1 Ca antag	M4 ag	CHRM1 PAM	CHRM1 agonist
O=S(=O)(/C=C/c1ccccc1)Nc1ccc2c(c1)OCO2	-12	2.0	-10	-12	-8	-8	1	5	-5
COc1ccc(NC(=O)CSc2nnc(CCC(=O)Nc3ccc(C)c(Cl)c3)n2C)cc1	-11	2.1	-5	-5	4	-32	2	12	-1
CC(CCc1ccccc1)NC(=O)CNC(=S)N(Cc1cccs1)C1CCCC1 (stereo not drawn)	x	-0.3	-8	x	-6	-12	-1	5	-6
COc1ccc(C(=O)Nc2nc(-c3cccs3)cs2)cc1	-15	0.9	-3	-15	-1	-16	3	-2	-4
CC1=CCC(COC(=O)Nc2ccccc2)CC1 (stereo not drawn)	-2	6.5	-26	-22	-2	-1	-2	3	5
CCN(CC)c1nc2c(c(=O)[nH]c(=O)n2C)n1CCOc1ccccc1	-7	1.8	-19	-3	-9	-10	1	13	-2
C=CCN(CC=C)Cc1cc(=O)oc2cc(C)c(Cl)cc12	x	0.0	-30	x	-3	-15	-3	-1	-5
CN1CCN(c2ccc(NC(=O)c3ccc4c(c3)OCCO4)cc2Cl)CC1	-14	1.3	1	2	-17	-7	3	-1	-7
Oc1c(/C=N/c2ccccn2)sc2ccccc12	-11	1.8	-17	-9	-6	-15	1	16	0
Cc1nc(NC(=O)C2CCCCC2C(=O)O)sc1C (stereo not drawn)	-2	1.1	3	17	6	-12	0	2	-3
O=C(O)Cc1ccc(NC(=O)c2ccc(Cl)c(Cl)c2)cc1	-14	0.2	5	0	7	18	1	-9	-4
COc1ccc(OC)c(-c2nnc3n2N=C(c2ccc(OC)c(OC4CCOC4)c2)CS3)c1 (stereo not drawn)	0	-0.3	4	-13	-5	-8	0	-3	-9
O=C(CCS(=O)(=O)c1ccc(Cl)cc1)Nc1ccc(F)cc1	-5	0.5	-8	-13	-9	1	2	8	2
CC1CN=C(NS(=O)(=O)c2ccccc2)N1 (stereo not drawn)	x	0.0	-13	x	-7	-17	1	15	5
CCOc1ccc(-n2c(SCc3cc(=O)oc4cc(C)ccc34)nnc2-c2cccnc2)cc1	-2	0.4	-5	-5	-12	-8	1	4	-9
CCN(Cc1cnn(C)c1)C(=O)c1ccc2nc(Cc3ccccc3F)oc2c1	x	-0.6	-7	x	2	3	0	6	-1
CCCc1c(C(=O)N/N=C/c2c(OC)ccc3ccccc23)nnn1-c1nonc1N	-8	-0.3	1	-9	-1	-7	0	1	-3
CSCCC(NC(=O)c1ccc(C)o1)C(=O)O (stereo not drawn)	-7	1.1	-10	4	-7	-2	0	6	-4
Cc1ccc(C(=O)OCN2C(=O)c3ccccc3C2=O)c(O)c1	5	0.7	-9	-1	1	-3	1	5	-2
O=C(NCc1ccco1)C1CCCN(S(=O)(=O)c2ccc(-n3cnnn3)cc2)C1 (stereo not drawn)	-7	2.3	-5	3	10	-4	0	7	-4
Cc1ccc(C(=O)NCC(c2ccco2)N2CCc3ccccc3C2)cc1 (stereo not drawn)	-6	0.6	-4	-8	1	-4	2	3	-5
COC(=O)c1ccccc1S(=O)(=O)NNC(=O)Nc1ccccc1	-10	1.1	-23	-8	2	-12	1	14	-3
Nc1ccc(-c2nc3ccc(N)cc3s2)cc1	3	0.7	-13	-19	11	-3	4	8	-3
CCC(=O)NC(=S)Nc1ccc(N2CCN(C(=O)c3ccc(Cl)cc3)CC2)cc1	-25	11	10	-5	-5	-8	18	-3	-2
CCOC(=O)c1[nH]c2cc3c(cc2c1NC(=O)CN1CCC2(CC1)OCCO2)OCO3	-6	0.1	-22	-6	8	-8	2	3	-3
Cc1cccn2cc(CNS(=O)(=O)c3cccc(F)c3)nc12	-5	1.5	-11	-7	-7	0	2	4	-2
C=CCNC(=O)c1ccc(C)c(Br)c1	-9	-0.3	-10	-5	8	6	0	0	-3
COc1ccc(C(=O)N/C(=C/c2ccc(Cl)cc2)C(=O)Nc2ccc(C(=O)O)cc2)cc1	x	-0.2	1	x	-1	25*	0	2	-2
N#Cc1c(-c2ccco2)nc(SCc2ccc(F)cc2)[nH]c1=O	-3	0.0	-4	-10	-10	-9	-1	4	-6
COC(=O)C1=C(C)NC(=O)/C1=C\c1ccco1	-2	0.0	-29	0	1	-4	1	2	-3
COc1ccc(C(=O)c2ccccc2)cc1Br	-1	0.6	-7	-17	2	-8	-3	12	-4
CCCOc1ccccc1Nc1nnc(C)c(=O)[nH]1	-1	0.3	13	-5	5	3	0	-8	-3
CC(C)(C)NC(=O)N1CCCC(C(=O)c2cccc(Cl)c2)C1 (stereo not drawn)	-3	0.3	4	-14	8	12	1	-8	-12
Cc1cccc(NC(=O)c2cc(NC(=O)c3ccccc3)ccc2N2CCCCC2)c1	1	0.1	14	-12	6	15	1	-2	-1
COc1cc(-c2cc(C(=O)Nc3cc(S(=O)(=O)N4CCOCC4)ccc3O)c3ccccc3n2)cc(OC)c1OC	-5	0.1	10	-6	1	-5	0	-3	-3
CC1=C(C)CC(C(=O)Nc2nc(-c3ccc(C)cc3C)c(C)s2)C(C(=O)O)C1 (stereo not drawn)	1	0.1	-4	-6	-5	2	0	-3	-3
CC(=O)Nc1ccc(S(=O)(=O)N2CCN(Cc3csc(C)n3)CC2)cc1	-4	1.2	-10	3	-8	-6	1	9	-2
Cc1cc(C)cc(OCC(=O)OCC(=O)Nc2cc(S(=O)(=O)N3CCOCC3)ccc2C)c1	-8	1.9	-11	-23	-11	-6	8	17	-2
COc1ccc(C(=O)NCCc2cc3c(OC)ccc(OC)c3[nH]c2=O)cc1OC	-12	0.7	-2	-4	-9	-6	2	5	-7
CCN(CC)C1CCN(C(=O)CCc2nnc(CCc3ccccc3)o2)C1 (stereo not drawn)	2	0.3	7	-3	3	10	0	4	5
Cc1noc(C)c1S(=O)(=O)Nc1ccccc1Cl	1	0.0	11	-5	5	13	0	-2	-4
O=C(Nc1ccc(Cl)cc1)c1cccs1	-13	1.1	-11	0	-4	-15	2	5	-3
NC(=O)c1oc2ccccc2c1NC(=O)C1COc2ccccc2O1 (stereo not drawn)	-6	0.4	-5	-5	-3	-6	0	8	-6
O=C(Nc1ccsc1C(=O)O)c1cccc(C(F)(F)F)c1	-12	4.4	12	-4	14	5	9	-8	0
CCc1nc2c(OCc3ccc(F)c(F)c3)cccn2c1N(C)C(=O)CC(C)C	x	-0.8	-22	x	-2	8	-1	8	-9
COc1ccc2nc(C)c(C(N)=O)cc2c1	-18	0.8	-1	-9	2	-8	1	2	-4
CCCN(CC(=O)Nc1ccc(F)c(F)c1F)CC(=O)Nc1c(Cl)cccc1Cl	-8	3.9	-4	-36	0	-8	6	-3	-6
Cc1ccc(Cn2c(=O)n(Cc3ccco3)c(=O)c3ccccc32)cc1	-18	-0.5	-16	-22	-19	-11	-2	3	-2
O=C(OCc1nc(-c2ccccc2Cl)no1)c1ccco1	-7	0.6	11	-4	-3	1	0	-1	-3
COCCNC(=O)C1CCCN(c2nn3c(=O)cc(C)nc3s2)C1 (stereo not drawn)	0	-0.4	-14	-8	-4	16	2	8	-1
Other structures.
SMILES	OXTR potentiate	CHO-K1 Ca ag	CHRM1 antagonist	CHO parental Ca	M4 antag	CHO-K1 Ca antag	M4 ag	CHRM1 PAM	CHRM1 agonist
O=C(c1ccc(Cl)c(S(=O)(=O)N2CCOCC2)c1)N1CCc2ccccc2C1	-10	1.4	0	-23	-4	14	5	1	-1
Cn1nnnc1SCCNCc1ccccc1OCc1ccccc1Cl	-9	6.7	13	-12	0	-5	9	-7	-2
O=C(CC[C@H]1O[C@@H](n2cnc3c(NC(=O)c4ccccc4)ncnc32)[C@H](O)[C@@H]1O)NCCCN1CCCC1=O	x	0.4	-14	x	7	-22	0	-3	0
Cc1nn(C)cc1CNC(=O)CCC(=O)O	-7	0.8	-8	-5	-14	-11	2	4	-2
O=C(COc1ncnc2ccccc12)Nc1ccccc1[N+](=O)[O-]	-2	3.2	-8	-2	-1	-4	1	8	-3
CCCCn1c(N)c(N(CC(C)C)C(=O)c2ccc(OC)c(S(=O)(=O)N3CCOCC3)c2)c(=O)[nH]c1=O	x	0.3	-13	x	1	-7	0	13	0
Cc1ccc(C2C(C(=O)c3cc4ccccc4o3)=C(O)C(=O)N2CCN(C)C)o1 (stereo not drawn)	x	0.6	-16	x	-8	-13	1	7	-4
CC(=O)Nc1ccc(NC(=O)COc2ccc(S(=O)(=O)N3CCCC3)cc2C)cc1	-7	1.9	0	2	14	-7	1	0	-4
Clc1ccc2ncc(-c3nnnn3-c3ccccc3)c(-c3ccccc3)c2c1	-19	-0.7	-14	-24	-13	-18	-1	13	-1
Cc1cc(Nc2cccc([N+](=O)[O-])c2)c2cccc(C)c2n1	6	-0.1	14	-3	3	3	0	-3	-8
Cc1ccc(-n2ncc3c(=O)n(CC(=O)N(C)C)cnc32)cc1	-1	1.2	-14	3	2	-12	0	3	-4
O=C(/C=C/c1ccc(Br)cc1)N1CCN(Cc2ccccc2)CC1	-4	1.8	-6	12	-7	-8	3	-3	-4
Cc1ccc(CCNS(=O)(=O)c2ccc3c(c2)C(C)(C)C(=O)N3C)cc1	-2	0.1	-5	-8	-20	-6	2	0	-3
CCOC(=O)CSc1nc2ccccc2c(=O)n1C	-9	0.8	-7	-22	14	-6	1	9	-4
COc1ccc(NC(=O)CN(c2ccc([N+](=O)[O-])cc2)S(=O)(=O)c2ccccc2)cc1	-7	1.4	1	-6	-10	-3	4	-4	-4
COc1ccccc1C(=O)Nc1cc2cc(Cl)ccc2oc1=O	-2	-0.1	-15	-1	5	-3	0	13	0
COc1ccc2cc(CN(CC3CCCO3)S(=O)(=O)c3ccccc3Cl)c(=O)[nH]c2c1 (stereo not drawn)	-8	2.3	-5	-21	12	-5	4	8	-5
CCCCN(CC)Cc1c(O)ccc2c(-c3ccccc3)cc(=O)oc12	3	0.9	24	-11	28*	1	0	-6	-7
CC1CC(=O)Nc2ccccc2N1 (stereo not drawn)	x	0.2	-7	x	-7	-8	1	11	1
CC(=O)c1ccccc1OC(=O)COc1ccc([N+](=O)[O-])cc1	-5	0.6	-23	6	1	2	1	14	-1
COc1ccc(NC(=S)N/N=C/c2cccn2Cc2ccc(F)cc2Cl)cc1	-6	0.0	3	-20	-2	-1	-1	-2	-4
